SRC1 inh: SRC1 coactivator transcriptional activity inhibitors, primary screen, cell-based, luminescence. hit rate 0.12% among 360,000. Nuclear receptor coactivator 1 (Homo sapiens), Q15788. HEK293 GAL4-SRC1 luciferase reporter. inhibition, % at 3.6 µM;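 active means inhibition above the campaign mean plus 3 SD, with each screening campaign given its own cutoff, cut at about 60% in these data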;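 further: 0% = DMSO treated cells and 100% = gossypol at 36 µM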
TLR9-MyD88 inh: inhibitors of TLR9-MyD88 association in cells, primary screen, cell-based, CHO, BLA complementation, fluorescence. Toll-like receptor 9 (Homo sapiens) + Myeloid differentiation primary response protein …. CCF4 FRET ratio. inhibition, % at 4.98 µM. hit rate 0.21% among 340,000. AID 504734, 2011;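 active means inhibition above the mean over all tested compounds plus 3 SD, cut at about 21% in these data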;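 further: 0% = DMSO only wells and 100% = clavulanate BLA inhibitor control wells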
LRH-1 inv ag: LRH-1 (NR5A2) inverse agonists, primary screen, cell-based, luminescence, HEK293T, StAR-luciferase reporter; hit rate 0.13% among 360,000; LRH-1 transfected, 24 h; inhibition, % at 3.6 µM; Nuclear receptor subfamily 5 group A member 2 (Homo sapiens), O00482;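 active means inhibition above the mean inhibition of all tested compounds plus 3 SD, cut at about 73% in these data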;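 further: 0% = DMSO wells and 100% = reporter-only cells lacking LRH-1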
NCOA3 inh: SRC3 coactivator transcriptional activity inhibitors, primary screen, cell-based, luminescence. HEK293 GAL4-SRC3 luciferase reporter. inhibition, % at 3.6 µM. hit rate 0.17% among 360,000;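 active means inhibition above a per-campaign cutoff, the mean of all compounds plus 3 SD, cut at about 60% in these data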;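 further: 0% = DMSO-treated cells and 100% = gossypol-treated cells at 36 µM; higher means less SRC3-driven luciferase light from the GAL4 reporter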
NOD2-RIPK2 inh: NOD2-RIPK2 binding disruptors in cells, primary screen, fluorescence, CHO cells, BLA complementation; CCF4 ratio; Receptor-interacting serine/threonine-protein kinase 2 (Homo sapiens), O43353; hit rate 0.38% among 360,000; AID 624267, 2012; inhibition, % at 4.98 µM; in the data active means inhibition above about 21%;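 further: 0% = vehicle only and 100% = reference blocker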
Target sequence (O43353 whole entry, looked up): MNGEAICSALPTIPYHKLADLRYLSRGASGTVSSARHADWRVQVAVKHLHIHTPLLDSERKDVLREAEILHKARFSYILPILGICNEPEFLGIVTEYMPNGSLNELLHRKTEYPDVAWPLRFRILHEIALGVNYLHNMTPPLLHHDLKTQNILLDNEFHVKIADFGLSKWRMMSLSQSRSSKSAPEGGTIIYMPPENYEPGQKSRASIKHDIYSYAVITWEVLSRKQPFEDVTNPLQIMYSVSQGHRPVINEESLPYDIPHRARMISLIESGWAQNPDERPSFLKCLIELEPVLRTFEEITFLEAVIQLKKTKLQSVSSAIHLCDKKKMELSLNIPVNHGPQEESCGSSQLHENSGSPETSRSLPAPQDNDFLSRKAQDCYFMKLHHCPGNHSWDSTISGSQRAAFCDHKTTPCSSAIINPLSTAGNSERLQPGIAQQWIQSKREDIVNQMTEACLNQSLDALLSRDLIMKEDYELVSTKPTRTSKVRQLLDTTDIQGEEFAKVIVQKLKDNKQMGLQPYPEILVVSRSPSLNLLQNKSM
COUP-TFII inh: NR2F2 transcriptional activity inhibitors, primary screen, cell-based, luciferase reporter, HEK293T, luminescence; COUP transcription factor 2 (Homo sapiens), P24468; AID 686940, 2013; inhibition, % at 8.6 µM; hit rate 0.7% among 370,000; HEK293T NGFI-A luciferase reporter;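 active means inhibition above a per-plate cutoff, mean inhibition of test wells between control levels plus 3 SD, cut at about 38% in these data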;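 further: cells cotransfected with COUP-TFII expression vector driving the NGFI-A reporter; 0% = median of COUP-TF2 test wells and 100% = reporter-only cells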
Target sequence (P24468 whole entry, looked up): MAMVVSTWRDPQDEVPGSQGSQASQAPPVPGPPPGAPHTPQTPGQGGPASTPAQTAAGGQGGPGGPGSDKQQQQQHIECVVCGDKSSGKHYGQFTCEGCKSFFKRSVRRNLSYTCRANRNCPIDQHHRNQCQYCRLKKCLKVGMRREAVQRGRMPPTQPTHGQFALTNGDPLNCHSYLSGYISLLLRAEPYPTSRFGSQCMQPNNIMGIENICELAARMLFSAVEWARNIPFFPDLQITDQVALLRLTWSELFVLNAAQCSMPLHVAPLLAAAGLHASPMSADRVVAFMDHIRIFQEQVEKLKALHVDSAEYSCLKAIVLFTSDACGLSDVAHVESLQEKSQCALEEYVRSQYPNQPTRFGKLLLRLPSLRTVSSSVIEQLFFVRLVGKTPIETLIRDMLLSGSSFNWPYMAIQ
SRC2 inh: inhibition of GAL4-SRC2 driven luciferase reporter, primary screen, SRC2 inhibitor project, cell-based, luminescence; Nuclear receptor coactivator 2 (Homo sapiens), Q15596; HEK293 GAL4-SRC2 luciferase reporter; inhibition, % at 9 µM; hit rate 0.17% among 370,000; AID 651957, 2012;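 active means inhibition above the mean inhibition of all tested compounds plus 3 SD, set per campaign, cut at about 52% in these data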;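 further: 0% = DMSO treated cells and 100% = cells given Gossypol at 36 µM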
Vif imaging: HIV Vif self-association inhibitors, primary screen, imaging, HEK293T, single point | inhibition, % at 7.49 µM | AID 602346, 2012 | HEK293T cells, Vif self-association by quenched fluorescence, 24 h | hit rate 0.35% among 340,000; in the data active means inhibition above about 50%, passing the limit was not always enough; inconclusive means no clear call, values can overlap the other calls; inactive means below about 31%; further: some results filed as inactive read as strong as hits
TROY signal inh: inhibitors of TROY-driven NF-kB signaling, primary screen, Q293 LMP1-TROYcd cells, NF-kB luciferase, uHTS. Q293 LMP1-TROYcd NF-kB luciferase reporter, 4 h. inhibition, % at 10 µM. hit rate 0.98% among 360,000;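 active means compounds whose plate-normalised and pattern-corrected inhibition of the luciferase reporter signal at the single screening dose is 50% or more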
TRAIL sens C8: viability loss with TRAIL in NB7+C8 cells, primary screen, TRAIL sensitizer project, cell-based, ATPlite luminescence; hit rate 1% among 360,000; AID 624354, 2012; inhibition (viability loss, TRAIL sensitization), % at 10 µM;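 active means compounds causing at least 50% loss of cell viability in the single-dose screen, relative to plate controls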
LMP1 NFkB inh: EBV LMP1-driven NF-kappaB luciferase reporter inhibitors, primary screen, cell-based, luminescence, single point; LMP1-induced NF-kappaB luciferase reporter cells; inhibition, % at 12.5 µM; hit rate 0.69% among 350,000; in the data active means inhibition above about 41%; inconclusive means no clear call, values can overlap the other calls;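 further: 0% = neutral control wells and 100% = reference inhibitor control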
* marks the source's active call; other numbers are inactive results; ? = inconclusive; · = not tested or not shown. Only part of the results is shown; rates above refer to the full screens.

canonical_smiles,SRC1 inh,TLR9-MyD88 inh,LRH-1 inv ag,NCOA3 inh,NOD2-RIPK2 inh,COUP-TFII inh,SRC2 inh,Vif imaging,TROY signal inh,TRAIL sens C8,LMP1 NFkB inh
COc1ccc(CNC(=O)Cn2cc([N+](=O)[O-])cn2)cc1,3.6,14.3,4.6,7.3,-3.5,13.5,1.2,-1.5,-17.1,-0.5,2.8
CSc1nnc(C2CCN(CC(=O)Nc3ccccc3N3CCOCC3)CC2)n1C(C)C,-0.5,-2.8,-7.3,10.0,-1.1,-3.1,-34.1,40.9,-1.8,-2.3,-10.7
CC1CCc2[nH]c3ccc(C(=O)N(C)CC(=O)Nc4cccc(F)c4)cc3c2C1 (centres undefined),3.2,2.9,-1.9,-5.6,2.7,-3.5,4.6,15.7,12.0,9.2,4.5
COc1cc2c(cc1NC(=O)c1cccc(S(=O)(=O)N(C)C)c1)oc1ccccc12,-34.5,-8.3,-23.7,-30.2,-12.6,-0.6,-4.5,-2.7,-83.8,0.3,-64.2
COc1cccc(NC(=O)COC(=O)Cc2ccccc2[N+](=O)[O-])c1,-5.2,-0.8,1.5,-3.1,-4.1,0.5,0.0,-5.6,-9.8,11.9,-4.0
Cc1ccc(OCCOCCN2CCCC2)c(Br)c1,16.8,-9.3,4.5,-1.3,-14.3,6.4,2.0,10.9,16.0,-17.2,5.3
COc1ccccc1N1CCN(Cc2ccc(OC)c3ccccc23)CC1,-11.4,-2.7,-3.9,-3.9,-6.4,·,·,112.5*,11.1,10.7,6.4
CC(=O)NC1CC2CCCC(C1)N2C(=O)Nc1ccc(Cl)c(C(F)(F)F)c1 (centres undefined),-6.2,5.7,9.5,4.3,1.8,3.8,-10.4,6.8,6.3,-0.4,1.1
Cc1cc(Cl)c2ccc3ccccc3c2n1,-20.8,-1.1,8.7,12.8,6.3,15.2,13.1,4.7,-15.9,0.1,-2.4
O=C(NCc1ccc(Cl)cc1)C1CCN(S(=O)(=O)c2ccc(N3CCCC3=O)cc2)CC1,1.4,7.5,11.5,31.6,2.4,14.9,8.8,-16.7,18.4,0.7,4.4
COc1cccc(NC(=O)CN(C)S(=O)(=O)c2ccc3c(c2)CCC(=O)N3)c1,2.8,11.2,16.3,7.2,9.1,·,·,5.8,6.2,11.4,0.9
COc1ccc(N(C(=O)CNC(=O)c2cccs2)C(C(=O)NC2CCCC2)c2ccncc2)cc1 (centres undefined),7.3,-1.5,10.0,3.0,2.8,0.8,7.4,-0.1,1.7,-8.4,-4.4

Three compounds from above, limited to TLR9-MyD88 inh and LMP1 NFkB inh:
SMILES,TLR9-MyD88 inh,LMP1 NFkB inh
COc1cccc(NC(=O)COC(=O)Cc2ccccc2[N+](=O)[O-])c1,-0.8,-4.0
Cc1ccc(OCCOCCN2CCCC2)c(Br)c1,-9.3,5.3
COc1ccccc1N1CCN(Cc2ccc(OC)c3ccccc23)CC1,-2.7,6.4

(more compounds)
canonical_smiles,SRC1 inh,TLR9-MyD88 inh,LRH-1 inv ag,NCOA3 inh,NOD2-RIPK2 inh,COUP-TFII inh,SRC2 inh,Vif imaging,TROY signal inh,TRAIL sens C8,LMP1 NFkB inh
COc1ccc(OCC(=O)NC2CCCN(Cc3ccc(Cl)cc3)C2)cc1 (centres undefined),8.8,-3.3,18.9,7.5,-0.5,-1.9,1.5,-3.2,0.9,2.7,-4.1
COc1ccc(C(=O)CCNc2ccc3c(c2)OCCO3)cc1,-24.1,4.3,-29.4,-38.7,-8.5,-7.4,-31.9,0.3,-14.1,8.4,-14.4
Cc1ccc(NC(=S)NCCC(c2ccccc2)c2ccccc2)c(C)c1,1.4,10.8,4.9,13.6,-35.9,15.5,18.9,-1.3,-2.6,-6.5,-2.4
O=C(NCc1ccco1)C1CC(c2ccc(C(F)(F)F)cc2)=NO1 (centres undefined),5.1,-5.0,17.3,11.3,10.2,0.7,5.0,-4.8,-0.7,17.3,10.0
CCOC(=O)c1ccc(NC(=O)CC2SC(=NC)N(C)C2=O)cc1 (centres undefined),-9.8,-3.3,10.2,-3.0,0.4,2.8,-1.1,?,1.6,4.0,1.8
O=C(O)CSc1nc2ccccc2o1,-1.0,0.5,13.3,6.0,-3.0,-11.3,7.5,-4.0,-4.9,0.1,-7.2
CC(OC(=O)c1ccc([N+](=O)[O-])s1)C(=O)Nc1ncc(Cl)cc1Cl (centres undefined),1.5,-1.0,1.6,-0.1,-2.5,-10.5,-12.5,8.7,5.1,-2.5,-2.6
OC(c1ccc2c(c1)OCO2)c1nccc2ccccc12 (centres undefined),-45.0,0.8,-23.4,15.9,-11.3,6.2,3.9,12.8,-13.2,0.5,5.0
O=C1C=C(NC2=CC3OC(c4ccccc4)OCC3OC2=O)CCC1 (centres undefined),-6.5,5.9,8.1,-24.9,-2.3,10.5,5.6,-1.7,8.0,-7.7,-0.6
COc1ccc(C(=O)N2CCC(n3nnc4cc(F)ccc43)CC2)cc1OC,8.6,3.6,-2.7,9.1,-6.5,12.5,-86.7,-1.9,3.8,-0.6,6.8
CCN1CCN(CC(=O)N2N=C(c3cccs3)CC2c2ccc(F)cc2)C(=O)C1=O (centres undefined),5.5,-4.3,12.1,-9.4,-2.2,0.1,-17.6,1.2,11.0,4.4,-1.8
CCCCCCCSc1nsc(N)n1,-31.4,-8.1,-45.6,-15.4,-8.2,-10.4,-21.4,1.6,-66.0,-7.9,-7.9
COc1cc(/C=C2\SC(=S)N(NC(=O)c3ccccc3OC)C2=O)ccc1O,-11.7,9.0,-6.6,-28.5,-3.2,-11.2,6.5,·,-4.8,-0.1,0.0
O=C(Nc1nccs1)c1ccc(Br)c(S(=O)(=O)N2CCOCC2)c1,-13.3,-1.9,6.3,10.4,-9.1,-5.5,10.8,-6.6,-4.7,-0.5,7.1
CCOC(=O)C(NC(C)=O)C(OC(C)=O)c1cccc([N+](=O)[O-])c1 (centres undefined),3.8,4.8,5.6,12.2,3.7,-2.1,4.5,9.9,-5.5,10.1,-19.2
COc1ccc(C2C(C(=O)NCC3CCCO3)CCC(=O)N2c2ccc3c(c2)OCO3)cc1 (centres undefined),0.4,-1.4,-1.7,1.1,2.2,-4.9,6.0,-11.5,21.7,0.2,2.9
Cc1nn2c(-c3ccccn3)ccnc2c1Br,15.8,-17.4,-11.9,12.2,-6.4,6.5,19.6,4.3,-9.7,-1.6,1.4
COc1ccc2sc(N3C(=O)C4CC=C(C)CC4C3=O)nc2c1 (centres undefined),4.9,9.4,7.4,8.2,-10.4,1.5,-4.8,-2.3,-27.2,2.5,-5.1
CCn1nc(C(=O)OCC(=O)N2CC(=O)Nc3ccccc32)c2ccccc2c1=O,7.3,4.4,0.8,5.7,6.5,-1.8,0.1,-1.7,4.1,-1.2,-1.7
Cc1cccc(NC(=O)c2oc3ccc(S(=O)(=O)N4CCOCC4)cc3c2C)c1C,12.8,7.5,12.6,6.9,-12.2,10.4,1.3,5.8,22.5,27.9,16.1
Cc1ccc(C(=O)N(CC(=O)Nc2sc(C)c(C)c2C(N)=O)C2CCCC2)cc1,10.7,-20.5,0.5,-5.8,-3.3,0.8,6.2,10.8,-0.9,4.3,-4.5
O=C1C=C(c2cc3ccccc3s2)C[C@@H](c2ccc3c(c2)OCO3)C1,-17.1,8.9,1.7,-10.8,1.7,10.1,-8.9,-5.1,-20.6,6.4,-42.4
Cc1ccc(-c2csc3ncnc(SCC(=O)NCC4CCCO4)c23)cc1 (centres undefined),-8.2,-4.0,-12.1,-5.5,-1.1,-13.2,13.1,-1.2,9.2,-14.7,-4.2
COc1ccccc1-c1csc(C(O)c2ccc(F)cc2)n1 (centres undefined),-19.0,·,-7.7,-14.6,-4.0,11.5,5.8,-1.3,-14.9,-11.6,·
N#CCCN(Cc1ccccc1)C(C(=O)NC1CCCCC1)C1CC1 (centres undefined),-8.1,·,4.4,0.0,-0.9,14.8,13.0,·,4.5,-8.4,·
CN(CC(=O)NCc1ccccc1Cl)CC(=O)Nc1cccc(F)c1,-10.1,-1.5,2.1,7.3,3.8,-4.3,5.1,-10.4,7.3,-7.3,7.3
COC(=O)C1=C(C)NC(=S)NC1c1sccc1C (centres undefined),2.0,-1.9,5.8,17.9,-8.0,12.3,1.5,1.6,5.8,-8.7,1.5
Cc1cc(C(=O)N2CCC2(C)C(=O)NCC(C)(C)C)nn1C (centres undefined),0.5,·,-4.4,0.7,9.8,-4.5,9.0,0.4,-7.5,1.7,·
COc1ccc(Cc2nc3ccc(C(=O)NCCCSC)cc3o2)cc1OC,-45.8,2.7,-44.5,-75.1,8.3,-14.5,-42.6,-0.8,-34.5,-0.5,-12.9
Cc1ccc(Cl)cc1N1CCN(C(=O)Cc2ccc(-n3c(=O)[nH]c4ccsc4c3=O)cc2)CC1,-1.0,-9.8,-2.4,17.7,-0.5,-23.7,-22.6,5.3,20.0,-7.1,4.3
Cn1c(SCC(=O)NC2CCCCC2)nnc1-c1cc2ccccc2o1,-4.5,1.6,-26.3,-6.0,-11.6,-19.3,-9.8,-3.2,-16.3,7.4,-22.9
COc1cc(NC(=S)NCCO)c(OC)cc1Cl,-6.7,3.7,6.4,13.7,-5.3,-1.5,11.7,6.8,9.9,-4.7,3.6
Cc1ccccc1N1CCN(CCCCN2C(=O)C3CCCN3C2=O)CC1 (centres undefined),12.5,-6.9,9.9,4.1,8.6,3.2,11.2,-0.2,5.8,-4.8,1.0
Cc1c(C)n(CC(O)CN(CCO)CCO)c2ccccc12 (centres undefined),-1.0,1.7,8.6,14.9,-1.4,-12.2,-15.0,1.4,14.6,-2.9,2.0
CC(=O)Nc1cccc(NC(=O)Cc2cccs2)c1,20.1,-0.8,-12.4,-12.6,3.6,15.4,-10.8,3.0,-5.2,-19.9,-6.3
CCCCOc1ccc(C(=O)Nc2cccc(C)n2)cc1,-96.4,7.9,-104.4,-64.5,9.1,-25.9,-35.9,-3.1,37.1,36.0,-5.4
O=c1c2cn[nH]c2[nH]c(=S)n1-c1ccccc1Cl,3.1,-12.3,-7.5,-15.3,0.5,18.0,-11.7,-2.8,0.8,-11.8,-1.7
